# Tb PYK inh – blocks Trypanosoma brucei pyruvate kinase. TbPYK enzyme, Kinase-Glo Plus ATP luminescence, 45 min. Potency, µM (series often up to 76.8 µM), inactives show top-dose activity, negative = inhibition, usual class: inhibitors. hit rate 0.12% among 410,000. AID 624173; note: potency is the fitted concentration of half-maximal effect; % is set by controls: 0 for no effect and ±100 for the full control effect; nearly all actives have a fitted effect of over 50% in size
#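 In this concentration-response screen, enzyme-free wells defined baseline while DMSO plates tracked drift. Each reaction combined TbPYK, substrate, compound and 130 uM ADP for 45 min at room temperature. Kinase-Glo Plus luminescence gave the signal.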
# Shiga inhibitor – Shiga toxin inhibition; inhibition, % at 38.7 µM; AID 2315; Vero cells, Shiga toxin protein synthesis inhibition reporter; hit rate 9.2% among 290,000; in the data active = inhibition mostly above about 28%, no sharp cut-off; inactive = mostly below about 43%; note: 0% is about no effect
# LmPK inhibitor – inhibitors of Leishmania mexicana pyruvate kinase; hit rate 0.37% among 290,000; Q27686; Potency, µM (series often up to 57.5 µM), without a hit: at the top dose activity change, negative = inhibition, hits mostly inhibitors; AID 1721; purified LmPK, Kinase-Glo ATP luminescence, 1 h; note: potency is the fitted concentration of half-maximal effect; % is set by controls: 0 for no effect and ±100 for the full control effect
# Target sequence (Q27686 whole entry, looked up): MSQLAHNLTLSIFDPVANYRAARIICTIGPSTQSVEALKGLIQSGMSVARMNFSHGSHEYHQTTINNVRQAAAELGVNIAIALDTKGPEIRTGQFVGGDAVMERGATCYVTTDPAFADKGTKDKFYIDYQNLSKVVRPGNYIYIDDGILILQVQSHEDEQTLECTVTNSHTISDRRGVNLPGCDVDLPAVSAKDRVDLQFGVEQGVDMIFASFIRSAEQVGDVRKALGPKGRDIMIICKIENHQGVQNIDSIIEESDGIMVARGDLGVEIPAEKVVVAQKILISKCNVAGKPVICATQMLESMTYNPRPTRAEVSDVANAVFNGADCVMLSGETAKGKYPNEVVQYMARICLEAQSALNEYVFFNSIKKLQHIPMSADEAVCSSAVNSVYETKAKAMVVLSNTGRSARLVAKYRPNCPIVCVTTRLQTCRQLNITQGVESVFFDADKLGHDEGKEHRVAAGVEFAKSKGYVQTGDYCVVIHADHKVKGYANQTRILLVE
#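 In 50 mM imidazole pH 7.2 with 7 mM MgCl2, LmPK (0.1 nM) turned over PEP (0.5 mM) and ADP (0.1 mM) for 1 h at room temperature. Luciferase read-out of ATP.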
# Pf growth 48h – inhibits P. falciparum growth in the first generation, 48 h; P. falciparum luciferase growth in erythrocytes, 48 h; Potency, µM (series often up to 28.7 µM), for inactives: at the highest dose activity change, negative = inhibition, actives largely listed as inhibitors; hit rate 5.9% among 310,000; note: potency is the fitted concentration of half-maximal effect; % is set by controls: 0 for no effect and ±100 for the full control effect
#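 A one-generation exposure of luciferase-tagged malaria parasites in RPMI 1640/Albumax erythrocyte culture, 37 C and 5% CO2. Inhibition is inferred from decreased luminescence after adding detection reagent.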
# Pf growth 96h – inhibits malaria parasite growth, 96 h | Potency, µM (doses to about 28.7 µM), inactives show at the top dose activity change, negative = inhibition, actives largely listed as inhibitors | hit rate 6.9% among 320,000 | P. falciparum luciferase reporter growth, 96 h; note: potency is the fitted concentration of half-maximal effect; % is set by controls: 0 for no effect and ±100 for the full control effect
#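 Two-generation exposure (96 h) targets delayed-death phenotype. Reporter parasites carrying integrated firefly luciferase, in red cells at 2% hematocrit and 0.05% parasitemia final, kept at 37 C, 5% CO2; luminescence loss indicates inhibition.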
# AmpC inh no detg – AmpC beta-lactamase inhibition without detergent; P00811; AmpC nitrocefin hydrolysis, absorbance 480 nm, 0.0001% Triton; Potency, µM (doses to about 57.1 µM), inactives show at the highest dose activity change, negative = inhibition, hits mostly inhibitors; hit rate 0.52% among 330,000; AID 485341;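 note: potency is the fitted concentration of half-maximal effect; plate controls were no compound for no effect and no enzyme for full effect; nearly all actives have a fitted effect of over 20% in size; some results filed as inactive show a strong effect at the top dose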
# Target sequence (P00811 whole entry, looked up): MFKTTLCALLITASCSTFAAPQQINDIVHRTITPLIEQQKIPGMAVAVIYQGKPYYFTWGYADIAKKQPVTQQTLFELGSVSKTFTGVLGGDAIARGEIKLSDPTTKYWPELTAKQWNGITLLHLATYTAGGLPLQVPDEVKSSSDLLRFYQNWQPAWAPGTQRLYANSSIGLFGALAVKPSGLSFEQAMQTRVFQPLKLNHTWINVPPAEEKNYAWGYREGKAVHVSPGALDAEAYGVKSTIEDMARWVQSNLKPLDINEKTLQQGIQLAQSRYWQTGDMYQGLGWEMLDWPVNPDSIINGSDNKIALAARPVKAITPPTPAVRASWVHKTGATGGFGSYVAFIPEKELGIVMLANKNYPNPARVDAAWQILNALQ
#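 AmpC (5.3 nM in the dispensed reagent) in 20 mM phosphate pH 7.0 with 0.01% (detergent screen) or 0.0001% Triton X-100 was preincubated with compounds for 15 min at room temperature. Nitrocefin was then added from an 800 uM solution, and hydrolysis was followed at 480 nm.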
# Cycloheximide cs – counter-screen hit for Shiga toxin inhibitors, cycloheximide; hit rate 12% among 300,000; cell reporter, cycloheximide protein synthesis inhibition counterscreen; AID 2314; max response, %; in the data active = max response mostly above about 13%, no sharp cut-off; inactive = mostly below about 14%; note: read at 38.3 µM for the half of the compounds with a filed dose; 0% is about no effect
# Starred values were filed as active, the others as inactive; u = inconclusive; x = no result given; & = joins results of further samples; [ ] = remark or other dose. Unless noted, calls come from the whole dose curve; as a rule, active = well fitted curve in the direction sought with a large enough effect; inconclusive = small, poorly fitted or top-dose-only effect, or another doubt; inactive = no such curve, though single readings can be large; an effect the other way counts as inactive or inconclusive.
SMILES,Tb PYK inh,Shiga inhibitor,LmPK inhibitor,Pf growth 48h,Pf growth 96h,AmpC inh no detg,Cycloheximide cs
O=C(O)c1cc(-c2ccc3ccccc3n2)nc2ccccc12,-6%,-2,-1%,57%[activator],175%,-27%,5
COc1ccc2c(c1OC)C(=O)N(c1ccc(C)c(C)c1)C2=O,1%,27,0%,-8%,-24%,-12%,11
CC1(C)CC(=O)C2=C(C1)OC(N)=C(C#N)C2c1cn(-c2ccccc2)nc1-c1ccc(F)cc1 (stereo not given),3%,10,1%,50%[activator],u,-52%,0
O=C(O)C(Cc1c[nH]c2ccccc12)N1C(=O)C2C3c4ccccc4C(c4ccccc43)C2C1=O (stereo not given),2%,-2,2%,u,u,-23%,-2
COc1ccc(CCN2CCCn3c2nc2c3c(=O)n(C)c(=O)n2C)cc1OC,0%,-3,-2%,u,-11%,5%,12
Cn1ccnc1C(=O)C1CCCN(Cc2cn[nH]c2-c2ccc(-c3ccccc3)cc2)C1 (stereo not given),1%,14,0%,u,13%,91%[activator],1
CC(=O)N1CCCc2cc(S(=O)(=O)N3CCN(C4CCCCC4)CC3)ccc21,6%,-4,5%,-14%,1%,-14%,-3
CC(C)(C(=O)O)n1cncn1,-2%,-14,2%,2%,19%,-13%,10
COc1ccc(Br)c2c1C(=O)CC2,7%,-2,-10%,26%,25%,-2%,-5
Cn1ccnc1Sc1ccc(/C=N/NC(=O)c2ccccc2[N+](=O)[O-])cc1[N+](=O)[O-],7%,-17,7%,13%,30%[activator],-25%,-2
Cc1nn(Cc2ccccc2Cl)c(C)c1C(=O)NC1=NCCS1,-6%,-4,4%,-20%,x,2%,9
COc1ccccc1N(C)S(=O)(=O)c1ccc(Cl)c(C(=O)OCc2c(C)noc2C)c1,-2%,-8,7%,u,u,11%,6
Cc1ccc2c(c1)N(CC(=O)N1CCC(C)CC1)C(=O)c1cccnc1O2,2%,10,0%,-21%,3%,11%,-1
COc1ccccc1N1CCN(C(=O)c2cc(-c3cccc(Cl)c3)on2)CC1,9%,-16,7%,38%[activator],5%,-2%,-5
COc1ccc(N(CC(=O)NCCSc2ccc(C)cc2)S(=O)(=O)c2ccccc2)c(OC)c1,-5%,-16,-2%,u,u,55%,-2
CCOC(=O)c1sc2ncnc(OC)c2c1C,2%,-17,-3%,33%[activator],37%[activator],-33%,8
O=C(CSc1nc(-c2cccs2)nc2cc(=O)[nH]n12)Nc1ccccc1F,-17%,x,x,u,-9%,-13%,x
Cc1ccc(S(=O)(=O)CC(=O)N2CCN(c3ccc(F)cc3)CC2)cc1,3%,-6,-5%,25%,u,-13%,-3
Cc1ccc(OCCNc2cc(N3CCN(CCO)CC3)ccc2[N+](=O)[O-])cc1C,-6%,-7,1%,u,-20%,213%[activator],15
CC(Oc1ccc(Cl)cc1Cl)c1ccnc2nc(N3CCOCC3)nn12 (stereo not given),-7%,-7,0%,-28%,-18%,168%[activator],-4
CCOC(=O)C1=C(C)NC(C)=C(C(=O)OCC)C1C(=O)OCC(=O)NC(C)C,28%&-1%,-24,2%,-10%,x,34%,-3
Cc1ccccc1C(C(=O)NCc1ccco1)N(CC1CCCO1)C(=O)Cn1nnc2ccccc21 (stereo not given),-4%,36,-3%,u,u,20%,15
COc1ccc(Oc2coc3c(CN4CCOCC4)c(O)ccc3c2=O)cc1,0%,6,-1%,x,2.9µM*,-16%,11
Cc1cccc(Nc2nc(NCc3ccco3)nc(N3CCOCC3)n2)c1,3%,24,-2%,u,u,-32%,4
COc1cc(S(=O)(=O)NC2CCCCC2C)ccc1F (stereo not given),1%,16,-3%,4%,21%,-20%,-3
Cc1ccc(-c2nc3cccnc3s2)cc1NS(=O)(=O)c1cccs1,-2%,38*,-1%,36%[activator],15%,-29%,19*
O=C(O)c1ccc(-c2ncc[nH]2)cc1,u,-17,-5%,u,u,-8%,-2
Cc1ccc(S(=O)(=O)C(C)C(=O)c2ccc3c(c2)OCCO3)cc1 (stereo not given),-1%,9,-13%,x,30%,-19%,2
Cc1cc(C)nc(NCc2ccc(Cl)cc2)n1,-6%,-18,-4%,u,0%,-15%,-1
CCc1cc2c(=O)[nH]c(COC)nc2s1,0%,4,-3%,10%,11%,-9%,0
Cc1ccc(S(=O)(=O)NC(=O)NN2C[C@H]3CCC[C@@H]3C2)cc1,2%[33.2 µM],x,x,6%[12.8 µM],15%[12.8 µM],x,x
CCC(=O)Nc1cccc2c1C(=O)N(C)C2=O,-1%,7,-8%,u,u,3%,5
C=CCn1cc(-c2cccc(C(F)(F)F)c2)cc(C#N)c1=O,0%,-1,4%,x,0%,0%,4
O=[N+]([O-])c1ccc(NC(=S)N2CCN(S(=O)(=O)c3ccccc3)CC2)cc1,-25%,-15,6%,-5%,28%,-12%,-1
Cc1nc(=O)c(-c2ccccc2)c(C)n1CCCCCC(=O)O,-2%,-27,0%,x,u,-5%,-2
Cc1cnc(C(=O)N2CCCC(N3CCN(c4cccc(C(F)(F)F)c4)CC3)C2)cn1 (stereo not given),-2%,-4,-5%,u,u,22%,0
CCOC(=O)C(NC(=O)NC1CCCCC1)(c1ccccc1)C(F)(F)F (stereo not given),17%,-20,5%,-1%,x,-9%,10
CC(NC(=O)COC(=O)c1ccc(N(C)C)cc1)c1ccccc1 (stereo not given),-3%,22,0%,12µM*,9%,-19%,-2
CCc1nnc(NC(=O)CSc2nnc3c4ccccc4n(C)c3n2)s1,6%,15,2%,18%,u,-5%,-4
CC(c1cc2ccccc2s1)N(O)C(N)=O (stereo not given),0%[157 µM],11&-4,-8%,7%,0.38µM*,-25%,10&-2
CCCN(CCC)CCNC(=O)CS(=O)Cc1nc(-c2ccc(C)cc2)oc1C (stereo not given),6%,-9,8%,6%,0%,44%,-4
CC(=O)c1cccc(Nc2nc(N3CCOCC3)nc(N3CCOCC3)n2)c1,3%,-2,-5%,-4%,u,3%,-11
O=C(N/N=C/c1ccc(Cl)cc1Cl)c1ccc(-n2cnnn2)cc1,-1%,x,x,-20%,-6%,-23%,x
Cc1cc(N2CCN(c3cccc(C)c3C)CC2)nc(-c2ccccc2)n1,-8%,12,4%,u,1%,-13%,-3
CCCNC(=O)N1CCC(C(=O)c2cccc(F)c2)CC1,1%,43,-1%,1%,u,-3%,3
COc1ccc(OC)c(-c2cc(-c3cccnc3)nc(N)c2C#N)c1,-1%,21,0%,u,9.3µM*,30%,-1
CC(=O)Nc1ccc(NC(=O)CCc2ccc(C)o2)cc1,2%,-6,8%,-2%,-15%,-15%,2
c1ccc(CSc2ccc(-c3ccc4c(c3)OCO4)nn2)cc1,-2%,38,-2%,24%,162%[activator],-28%,27*
O=C(O)c1ccccc1C(=O)Nc1cccc([N+](=O)[O-])c1,3%,5,0%,u,14%,-3%,-3
CCOC(=O)CSc1c(-c2ccc(Cl)cc2)[nH]c2ccccc12,-28%,9,0%,-4%,-5%,-37%,-3

# Following part:
SMILES,Tb PYK inh,Shiga inhibitor,LmPK inhibitor,Pf growth 48h,Pf growth 96h,AmpC inh no detg,Cycloheximide cs
O=C(/C=C/c1ccc(Cl)cc1Cl)n1cccn1,-8%,-3,-8%,4%,u,-30%,9
CN(C)Cc1ccc(O)c(CCc2ccccc2)n1,6%,8,-5%,5.2µM*,7%,-22%,-2
COC(=O)c1ccccc1NC(=O)C1CC(=O)N(c2ccc(OC)cc2)C1 (stereo not given),1%,-3,-4%,-10%,-100%,2%,-1
S=C(NC1CC1)N1CCN(C(=S)NC2CC2)CC1,3%,7,-10%,-4%,u,27%,28*
COc1ccc(NC(=O)c2c(C)nn(Cc3ccccc3)c2Cl)cc1S(=O)(=O)N1CCOCC1,-1%,1,1%,-20%,u,145%[activator],-2
CC12CCC(=O)N1C(C(=O)Nc1nccs1)CS2 (stereo not given),2%,x,x,30%,81%[activator],-11%,x
CCOCCCn1c(SCC(=O)N(C)C2CCS(=O)(=O)C2)nc2ccccc2c1=O (stereo not given),-3%,x,x,-17%,15%,-4%,x
CC(C)(C)NC(=O)c1ccc2c(c1)N(CC(=O)N1CCCCC1)C(=O)C(C)(C)O2,-2%,-6,-7%,-4%,234%[activator],26%,-3
O=C(CCC1CCCN(c2ncccn2)C1)N1CCN(c2ccccn2)CC1 (stereo not given),8%,12,10%,-3%,-14%,33%,-1
COc1cccc(-c2nc(CS(=O)CC(=O)NC(C)CCc3ccccc3)c(C)o2)c1 (stereo not given),-4%,-3,0%,22%,u,179%[activator],-3
COC(=O)c1c(NC(=O)CCc2ccc(C)o2)sc(C)c1C,-19%,22,-9%,-9%,5%,-10%,3
Cc1ccc(OC(=O)COc2ccccc2C)cc1,3%,-4,0%,-2%,15%,-20%,-3
C=CCN=C(NC#N)SC,3%,-5,2%,0.23µM*,26%,-2%,-1
CC1CCCN(C(=O)Cc2cn(Cc3cccc(Cl)c3)c3ccccc23)C1 (stereo not given),-4%,-4,6%,u,-15%,9%,-1
CCOCC(=O)N1CCc2ccccc21,-15%,17,-8%,13%,x,-13%,1
CCCC(=O)C1=C(O)C(C(=O)OC)C(C)(C)CC1=Nc1ccc(C)cc1 (stereo not given),2%,-2,8%,5.2µM*,19%,68%[activator],1
CCOC(=O)c1nc(C)n(-c2cc(Cl)cc(Cl)c2)n1,-4%,17,0%,-18%,-17%,-2%,1
O=C(Nc1ccc(-c2cscn2)cc1)C1CCCN(Cc2ccc(CO)o2)C1 (stereo not given),-7%,7,-2%,9%,6%,28%,10
O=C(NCC(=O)N1CCN(c2cccc(Cl)c2)CC1)c1ccc(Br)o1,2%,x,x,-12%,-7%,-7%,x
NS(=O)(=O)c1ccc(Nc2nc(-c3ccc(O)cc3O)cs2)cc1,-1%,-16,-4%,x,30%[activator],-44%,-2
COc1ccc(CNC(=O)CN(Cc2ccc(OC)cc2)C(=O)CCC(=O)Nc2nccs2)cc1,-3%,-1,3%,6%,-5%,-3%,-4
